CHT block – inhibitors of human choline transporter CHT; CHT-expressing cells, membrane potential dye, choline response; active compounds read low; 310,000 tested, 0.86% active; AID 488975; B-score at 10 µM; Q9GZV3;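 active = B-score over 3 SD under the library average, and starting fluorescence ratio not unusually high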;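 also: choline stimulus applied at its EC90 after an EC20 pre-addition; B-score computed on integrated fluorescence ratio after choline addition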
KCNQ2 inh – KCNQ2 channel blockers in CHO-K1 cells – cell-based, FluxOR thallium flux, B-score, primary screen (AID 2156); O88943; 20 min; active compounds read low; B-score at 10 µM; 310,000 tested, 1.1% active;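 active = fluorescence ratio B-score at most minus 3 library SDs, with starting brightness B-score within 2 library SDs, cut at about -5.5 in these data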
Target sequence (O88943 whole entry, looked up): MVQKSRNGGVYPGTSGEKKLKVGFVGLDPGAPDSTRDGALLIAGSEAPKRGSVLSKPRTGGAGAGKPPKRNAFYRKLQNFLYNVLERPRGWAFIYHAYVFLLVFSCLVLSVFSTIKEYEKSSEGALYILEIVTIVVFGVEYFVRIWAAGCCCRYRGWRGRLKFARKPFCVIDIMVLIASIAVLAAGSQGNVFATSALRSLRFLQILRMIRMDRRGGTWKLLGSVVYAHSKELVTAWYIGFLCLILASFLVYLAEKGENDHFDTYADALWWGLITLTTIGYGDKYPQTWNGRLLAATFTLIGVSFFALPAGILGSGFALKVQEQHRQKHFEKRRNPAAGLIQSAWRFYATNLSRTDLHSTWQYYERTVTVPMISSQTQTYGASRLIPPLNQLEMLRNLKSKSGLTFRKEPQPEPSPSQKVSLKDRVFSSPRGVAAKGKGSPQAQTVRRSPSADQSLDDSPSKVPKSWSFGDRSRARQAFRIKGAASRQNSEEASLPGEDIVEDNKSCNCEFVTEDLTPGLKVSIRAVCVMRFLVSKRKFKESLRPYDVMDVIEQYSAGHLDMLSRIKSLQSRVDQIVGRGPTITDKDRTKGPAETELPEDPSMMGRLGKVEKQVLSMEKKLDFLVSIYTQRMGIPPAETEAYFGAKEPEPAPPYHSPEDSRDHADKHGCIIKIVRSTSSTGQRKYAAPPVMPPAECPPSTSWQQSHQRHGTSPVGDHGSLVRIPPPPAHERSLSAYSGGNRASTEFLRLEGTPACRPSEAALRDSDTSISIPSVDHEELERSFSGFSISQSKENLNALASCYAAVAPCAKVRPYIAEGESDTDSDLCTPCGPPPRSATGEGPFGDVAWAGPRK
Numbers without * were called inactive; i = inactive; x = not tested or not shown. Outcome played no part in choosing rows; any-hit rate near 1.9%.

KCNQ2 inh,CHT block,molecule
i,i,CCC1CCc2c(sc(NC(=O)c3ccoc3C)c2C(N)=O)C1 (stereo not given)
i,i,O=[N+]([O-])c1ccc(O)c(/C=N/NC(=S)Nc2ccc(Cl)cc2Cl)c1
i,i,CS(=O)(=O)N(CCc1ccccc1)CC(=O)N1CCN(c2ccccc2F)CC1
i,i,CC(C)OCC1CC(CC(=O)NC(=S)Nc2cccc([N+](=O)[O-])c2)C(=O)O1 (stereo not given)
i,i,Cc1c(N2C(=O)C(=O)/C(=C(/O)c3ccccc3)C2c2ccc(F)cc2)c(=O)n(-c2ccccc2)n1C (stereo not given)
i,i,O=C(NCc1ccccc1)C(c1ccncc1)N(C(=O)c1csnn1)C1CC1 (stereo not given)
i,i,COc1ccc([N+](=O)[O-])cc1C(=O)Nc1ccc(OCC(=O)N2CCOCC2)cc1
i,i,CC(=O)Nc1ccccc1-c1nn[nH]n1
i,i,O=C(COc1ccccc1)Nc1ncccn1
i,i,CCOC(=O)N1CCN(C(=O)c2ccccc2N(Cc2ccccc2)S(=O)(=O)c2ccccc2)CC1
i,i,COc1nonc1NCn1nc(C)cc1C
i,i,Cc1ccc(C(=O)OCC(=O)Nc2ccc3[nH]c(=O)[nH]c3c2)cc1S(=O)(=O)N1CCOCC1
i,i,COc1ccccc1N/C(N)=N/c1nc(C)cc(C)n1
i,i,COCCCn1c(=O)c2sccc2n(Cc2ccccc2)c1=O
i,i,CC(C)n1nnnc1SCC(=O)NCCc1ccccc1
i,i,COc1ccc(-c2nc(C#N)c(N3CCCCCC3)o2)cc1
i,i,Cc1cc(C)n(-c2ccc(C(=O)N3CCc4ccccc43)cc2)n1
i,i,Cc1nnc(SCc2ccc(Cl)c(Cl)c2)s1
i,i,COC(=O)NCN1C(=O)C2C3C=CC(C3)C2C1=O (stereo not given)
i,i,COc1cccc(-c2nc(C(=O)NCCCN3CCOCC3)cc3c2[nH]c2ccccc23)c1
i,i,CCC1CCCCN1CCCNC(=O)c1cn(C)c2ccc(S(=O)(=O)N(C)C3CCCCC3)cc2c1=O (stereo not given)
i,i,COc1ccccc1/C=C1\SC(=S)N(CCC(=O)NNC(=O)c2ccccc2O)C1=O
i,i,CCCn1c(C)cc(C(=O)COC(=O)CN=C2NS(=O)(=O)c3ccccc32)c1C
i,i,Cc1ccccc1-n1ncc2c1CC(C)(C)CC2NC(=O)CCCN1CCCC1=O (stereo not given)
i,i,CN1CCN(C(=O)c2c(O)c3cccc4c3n(c2=O)CCC4)CC1
i,i,Cc1ccc(NC(=S)NC(NC(=O)Cc2cccc3ccccc23)C(Cl)(Cl)Cl)cc1 (stereo not given)
i,i,COc1ccc(-c2ccc(S(=O)(=O)N3CCCC3)cc2)cc1
i,i,Cc1ccccc1OCC(=O)N/N=C/C=C/c1ccccc1
i,i,CCC(C)(C(=O)NC1CCCCC1)N(Cc1ccco1)C(=O)c1cnccn1 (stereo not given)
i,i,CCOc1ccc2nc(NC(NC(=O)CC)(C(=O)OC)C(F)(F)F)sc2c1 (stereo not given)
i,i,COc1ccc(Cc2nnc(SCC(=O)c3ccc4c(c3)NC(=O)CO4)o2)cc1
i,i,CCCCNc1c2c3c(cccc3n(C)c1=O)C(=O)c1ccccc1-2
i,i,O=C(Nc1ccc(N2CCOCC2)cc1)C1CCCCC1
i,x,O=c1c2cn(Cc3ccc(F)cc3)c3ccc(F)cc3c-2nn1Cc1ccc(F)cc1
i,i,Cc1cccc2cc(C#N)c(NCCNC(=S)NCCCN3CCOCC3)nc12
i,-6*,O=C(N/N=C/c1ccccc1OC(F)F)c1cc(-c2ccncc2)nc2ccccc12

Gathered by group: the entries above containing four or more nitrogen atoms.
KCNQ2 inh,CHT block,molecule
i,i,O=[N+]([O-])c1ccc(O)c(/C=N/NC(=S)Nc2ccc(Cl)cc2Cl)c1
i,i,O=C(NCc1ccccc1)C(c1ccncc1)N(C(=O)c1csnn1)C1CC1 (stereo not given)
i,i,CC(=O)Nc1ccccc1-c1nn[nH]n1
i,i,COc1nonc1NCn1nc(C)cc1C
i,i,Cc1ccc(C(=O)OCC(=O)Nc2ccc3[nH]c(=O)[nH]c3c2)cc1S(=O)(=O)N1CCOCC1
i,i,COc1ccccc1N/C(N)=N/c1nc(C)cc(C)n1
i,i,CC(C)n1nnnc1SCC(=O)NCCc1ccccc1
i,i,COc1cccc(-c2nc(C(=O)NCCCN3CCOCC3)cc3c2[nH]c2ccccc23)c1
i,i,CCC1CCCCN1CCCNC(=O)c1cn(C)c2ccc(S(=O)(=O)N(C)C3CCCCC3)cc2c1=O (stereo not given)
i,i,Cc1ccccc1-n1ncc2c1CC(C)(C)CC2NC(=O)CCCN1CCCC1=O (stereo not given)
i,i,CCC(C)(C(=O)NC1CCCCC1)N(Cc1ccco1)C(=O)c1cnccn1 (stereo not given)
i,i,Cc1cccc2cc(C#N)c(NCCNC(=S)NCCCN3CCOCC3)nc12
i,-6*,O=C(N/N=C/c1ccccc1OC(F)F)c1cc(-c2ccncc2)nc2ccccc12

The listing continues.
KCNQ2 inh,CHT block,molecule
i,i,CS(=O)(=O)c1ccc(Sc2nc3ccccc3[nH]2)c([N+](=O)[O-])c1
i,i,CCOc1ccccc1NC(=O)CN1C(=O)COc2ccc(C)cc21
i,i,Cc1ccc(SCC(=O)N=C2NC(=O)CS2)cc1
i,i,O=C(NCc1ccccc1)C(c1ccccc1)N(C(=O)c1csnn1)C1CCCC1 (stereo not given)
i,i,CCOC(=O)c1c(C)[nH]c(C)c1S(=O)(=O)N1CCN(c2ccc(F)cc2)CC1
i,i,CCn1c2ccccc2n2c(=O)c(=O)n(CC(=O)Nc3ccc(C(C)C)cc3)nc12
i,i,O=C1CSC(c2cn(-c3ccccc3)nc2-c2cc3ccccc3oc2=O)N1Cc1cccnc1 (stereo not given)
i,i,CCOC(=O)N1CCN(Cc2nc3cc(NC(=O)CC)ccc3n2CC)CC1
i,i,O=C1CCCN1CC1CCCN(Cc2nc(COc3ccccc3)no2)C1 (stereo not given)
i,i,Cc1cccc2sc(NNC(=O)C3COc4ccccc4O3)nc12 (stereo not given)
i,i,COc1ccc(-c2cc3nc(-c4ccccc4)cc(N4CCCC(O)C4)n3n2)cc1 (stereo not given)
i,i,CCN(CC)S(=O)(=O)c1ccc(OC)c(N)c1
i,i,COc1ccc(-c2cc(C(F)(F)F)nc(SCCC(=O)N3CCN4CCCC4C3)n2)cc1 (stereo not given)
i,i,CC(C)(C)c1ccc(-c2nnc(SC3CCOC3=O)n2Cc2ccccc2)cc1 (stereo not given)
i,i,CCN(CC)S(=O)(=O)c1ccc2nnn(OCC(=O)Nc3cccc(C#N)c3)c2c1
-6.01*,i,CC(C)OCCCn1c(=O)c2ccccc2n2c(CCC(=O)NC3CCN(Cc4ccccc4)CC3)nnc12
i,i,Cc1cc(C)n(CCNC(=O)c2cc(COc3c(F)cccc3F)on2)n1
i,i,Cc1ccc2nc3sc(C(=O)N4CCOCC4)c(N)c3cc2c1
i,i,O=C(COC(=O)/C=C/c1ccc(Cl)cc1)Nc1ccccc1
i,i,CCN(CC(=O)NCc1ccc(F)cc1)C(=O)Cc1ccc(OC)cc1
i,i,O=C(O)c1cc2cccc(S(=O)(=O)N3CCCCC3)c2cc1O
i,i,COc1cc(OC)c(C(=O)OCC(=O)c2cc(C)n(CC3CCCO3)c2C)cc1OC (stereo not given)
i,i,CCOC(=O)N1CCN(C2CC(=O)N(c3ccc(Oc4ccccc4)cc3)C2=O)CC1 (stereo not given)
i,i,O=C(Nc1cccc(-c2cn3cccnc3n2)c1)c1ccc2c(c1)OCO2
i,i,CCOC(=O)/C(C#N)=C\C1=C(N2CCCC2)CC(C)(C)OC1
i,i,CC(C)CN(CC(C)C)S(=O)(=O)N1CCC(C(=O)NCc2ccco2)CC1
i,i,COC(=O)CCCC1=CC2=C(c3ccccc3)C(=O)C(C)(OC(=O)C3CCCC3)C(=O)C2=CN1Cc1ccc2c(c1)OCO2 (stereo not given)
i,i,CCCC(=O)Nc1nnc(Sc2ccc(N(C)C)cc2)s1
i,i,CC1=CC(c2ccccc2)n2nc(N3C(=O)c4ccccc4C3=O)nc2N1 (stereo not given)
i,i,Cn1cc(C(=O)N/N=C/C(Br)=C/c2ccccc2)ccc1=O
i,i,CC1=NNC(=O)c2ccccc2O1
i,i,O=C(Nc1ccc(Cl)cc1)c1cc2c(cc1O)[nH]c1ccccc12
i,x,COc1ccc([C@@H]2C[C@@H](c3ccccc3)Oc3cc(C)cc(C)c32)cc1
i,x,Cc1cc(Cl)n2c(nc3ccccc32)c1C#N
i,i,Fc1ccccc1-c1n[nH]c(=S)n1C1CC1
i,i,Cc1c(C(=O)NCCSCc2cccc(C(F)(F)F)c2)cnn1-c1ccc(F)cc1
i,i,COc1ccc(C2=NN(C(=O)c3ccccc3)C(c3cccc([N+](=O)[O-])c3)C2)cc1 (stereo not given)
i,i,COC(=O)Nc1ccc(S(=O)(=O)N2CCCC(C(=O)N3CCCCCC3)C2)cc1 (stereo not given)
i,i,COC(=O)Nc1ccc(S(=O)(=O)Nc2ccccc2F)cc1
i,i,COC(=O)c1ccc(C(=O)OC)c(NC(=O)CN2CCCCC2)c1
i,i,CC(=O)Nc1nnc(SCc2cccc(F)c2)s1
i,i,O=C(Oc1ccc(C(=S)N2CCOCC2)cc1)c1ccc([N+](=O)[O-])cc1
i,i,CCOc1ccc(/C=N/n2nnnc2N)cc1O
i,i,Cc1nn(-c2ccccc2)c(N)c1N=Nc1ccc(Cl)cc1
i,i,Cc1ccc(-c2c[n+](CC(=O)Nc3ccccc3)c3n2CCC3)cc1
i,i,CCOC(=O)CSc1ccc(S(=O)(=O)N2CCCCC2)cc1[N+](=O)[O-]
i,i,COCCNC(=O)CSc1nc2ccccc2c(=O)n1CC1CCCO1 (stereo not given)
i,i,C/C(=C\C(=O)c1ccc(Br)cc1)N1CCCCC1
i,i,Cc1cc(C(=O)NNC(=O)CN2C(=O)NC(C)(c3ccccc3)C2=O)c(C)o1 (stereo not given)
i,i,CCOc1ccc(CC(C(N)=O)C(N)=O)cc1CN(C)C
i,x,CC(=O)NC(Cc1ccc(F)c(F)c1)C(=O)NC1CCN(S(=O)(=O)c2ccc(C)cc2)CC1 (stereo not given)
i,i,Cc1cccc(NC(=S)N2CCC(C(=O)c3ccc(F)cc3)CC2)c1C
i,i,CC(C)c1ccc(/C=C2\SC(N3CCOCC3)=NC2=O)cc1
i,i,Cc1cc(=O)oc2n[nH]c(-c3ccccc3)c12
i,i,CS(=O)(=O)Nc1ccc(C2=NN(S(C)(=O)=O)C(c3cccs3)C2)cc1 (stereo not given)
i,i,Cc1ccc(NC(=O)N2CCC(NC(=O)C(C)(C)C)CC2)cc1
i,i,C#CCNC(=O)C1=C[C@H](c2ccc(C(F)(F)F)cc2)[C@@H](CCCO)[C@H](OCC)O1
i,i,COc1cc(Br)cc(C=Nc2cccc(C(F)(F)F)c2)c1O
i,i,COc1ccc(OC)c(N2CC(O)(c3cccs3)[N+]3=C2SCCC3)c1 (stereo not given)
i,i,COC(=O)c1c(C(=O)OC)c2n(c1C)CCS2

Next section
KCNQ2 inh,CHT block,molecule
i,i,COc1ccc(OCC(=O)NNC(=O)c2c(-c3ccccc3Cl)noc2C)cc1
i,i,CC1(C)NC(=O)N(CC(O)CN2C(=O)NC(C)(C)C2=O)C1=O
i,i,Cc1ccc(NC(=O)c2cc(NC(=O)CCCC(=O)O)ccc2Cl)cc1Cl
x,i,Cc1ccc(-n2ncc3c(NCc4ccco4)ncnc32)c(C)c1
i,i,COc1ccccc1N1CCN(CCN2C(=O)CC3(CCCC3)CC2=O)CC1
i,i,CC(C)(C)N(CC(=O)NC1CCCCC1)C(=O)CS(=O)CC(=O)Nc1ccc(F)cc1 (stereo not given)
i,i,COc1ccc(/C=N/NC(=O)c2cccnc2)cc1COc1ccc([N+](=O)[O-])c(C)c1
i,i,CCCCC(=O)c1ccc(O)cc1
i,i,Cc1cc2cc3c(cc2nc1SCc1ccc(C(=O)O)cc1)OCCO3
i,i,Cc1cc(C)c(C#N)c(SCSCc2ccccc2)n1
i,i,Cc1sc2ncnc(Sc3ccccc3C(=O)O)c2c1C
i,i,CCNS(=O)(=O)c1ccc(CCC(=O)NCCc2ccc(OC)cc2)cc1
i,i,CN(C(=O)c1ccc(=O)[nH]c1)C1(C(=O)NC2CCCCC2)CCCCC1
i,i,O=C(c1ccc(F)cc1)N1CCN(Cc2ccccc2Br)CC1
i,i,O=C(COC(=O)c1n[nH]c2ccccc12)NC(=O)NC12CC3CC(CC(C3)C1)C2
i,i,CC(C)CC1=NN(C(=O)c2ccncc2)C(O)(C(F)(F)F)C1 (stereo not given)
i,i,O=C(Oc1ccc([N+](=O)[O-])cc1)c1cncc(Br)c1
i,i,CCOC(=O)Cn1cc(C(=O)c2cccs2)c2ccccc21
i,i,N#Cc1c(N)n(-c2ccc(C(=O)O)cc2)c2nc3ccccc3nc12
i,i,CC(=O)Nc1ccc(NC(=O)CC(c2ccccc2)c2ccccc2)cc1
i,i,CN(C)CCCN=C(NO)c1ccc(Cl)cc1Cl
i,i,Cc1ccc(S(=O)(=O)NCCNC(=O)C2CCCNC2=O)cc1 (stereo not given)
i,i,CN(C)CCCN(C(=O)C1=COCCO1)c1nc2ccc(Br)cc2s1
i,i,C[C@]12CCC(=O)C[C@@H]1CC[C@@H]1[C@@H]2CC[C@]2(C)C=CC[C@@H]12
i,i,CCOC(=O)Cn1cnc2c(nnn2Cc2ccc(Cl)cc2)c1=O
i,i,O=C(Nc1ccc(Cl)c(Cl)c1)N(CCCN1CCOCC1)Cc1cccnc1
i,i,COc1ccc(NC(=O)CN2C(=O)NC(C)(c3ccccc3)C2=O)c(OC)c1 (stereo not given)
i,i,CC(=O)NC(NC(=S)Nc1ccc(C)cc1C)C(Cl)(Cl)Cl (stereo not given)
i,i,Cn1c(-c2ccc(F)cc2)cnc1SCC(=O)Nc1ccccc1
